High-throughput results from PubChem BioAssay.
Runt-SMMHC FRET: inhibitors of RUNX1 Runt–CBFb-SMMHC binding, primary screen, biochemical, FRET, Cerulean-Runt, Venus-CBFb-SMMHC, uHTS; Runt-related transcription factor 1 (Homo sapiens) + Core-binding factor subunit beta …; Cerulean-Runt/Venus-CBFb-SMMHC FRET ratio 530/480, 1 h; inhibition, % at 20 µM; 220,000 compounds, 0.74% hits; AID 1434, 2008;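 active = mean inhibition across duplicate retests at 20 µM reaching about 50%, limit read from the data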;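 also: 0% = DMSO wells and 100% = wells with excess untagged CBFb-SMMHC; inhibitors lower the FRET ratio by blocking Runt binding to CBFb-SMMHC; some results filed as inactive read as strong as hits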
TRPML3 agonist: human TRPML3 channel agonists, primary screen, cell-based, HEK293 TRPML3-YFP, Fluo-8 calcium fluorescence, 3 µM; activation, % at 3 µM; 220,000 compounds, 0.29% hits; 100% = the carbachol control signal; Mucolipin-3 (Homo sapiens), Q8TDD5;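 active = activation above its plate's cutoff, the mean activation of the plate's test wells plus 3 SD, cut at about 12% in these data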;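 also: 0% = DMSO only wells and 100% = carbachol wells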
Target sequence (Q8TDD5 whole entry, looked up): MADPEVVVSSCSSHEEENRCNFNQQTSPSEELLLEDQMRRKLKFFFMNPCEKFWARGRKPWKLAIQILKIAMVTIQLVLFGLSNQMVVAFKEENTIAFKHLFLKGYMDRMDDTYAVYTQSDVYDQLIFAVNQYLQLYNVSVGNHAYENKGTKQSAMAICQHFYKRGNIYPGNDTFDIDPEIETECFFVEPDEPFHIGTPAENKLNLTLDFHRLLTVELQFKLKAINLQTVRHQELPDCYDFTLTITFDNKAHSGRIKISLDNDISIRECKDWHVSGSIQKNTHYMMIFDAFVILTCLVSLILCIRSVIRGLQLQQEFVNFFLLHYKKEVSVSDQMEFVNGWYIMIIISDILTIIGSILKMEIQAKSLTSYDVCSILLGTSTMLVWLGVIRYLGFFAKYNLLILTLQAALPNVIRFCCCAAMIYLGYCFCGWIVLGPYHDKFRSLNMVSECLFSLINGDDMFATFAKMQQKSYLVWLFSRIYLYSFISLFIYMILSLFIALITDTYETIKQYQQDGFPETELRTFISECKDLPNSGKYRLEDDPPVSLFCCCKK
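Test system – HEK293 line with stable expression of human TRPML3-YFP channel · Control set – carbachol 87 µM final as high control (100%), DMSO as low control (0%) · Signal – Fluo-8 calcium dye fluorescence, ex 470-495, em 515-575 nm · Incubation – 1-h 37 °C dye load, 5-s basal, 120-s post-compound reads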
PPC-1+TRAIL kill: compounds killing PPC-1 cancer cells with TRAIL present, primary screen, TRAIL potentiator project, ATPLite luminescence, uHTS; PPC-1 cells + TRAIL, ATPLite viability luminescence; cell killing (% activity), % at 4 µM; 220,000 compounds, 0.41% hits; AID 1443, 2008;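 active = cell killing above 50% in the first pass at 4 µM, then a duplicate retest at 5 µM averaging 50% or more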;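 also: plate controls were cells with TRAIL plus DMSO for no effect and medium-only wells lacking cells for full effect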
TNF death inh: inhibitors of TNF-alpha triggered necroptosis, primary screen, cell-based, Jurkat FADD-/-, single concentration | activation (protection from cell death), % at 10 µM | AID 463075, 2010 | Jurkat FADD-/- TNF necroptosis rescue, ATP luminescence, 24 h; 0 = TNF only, 100 = no-TNF cells | 220,000 compounds, 0.068% hits;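 active = activation, meaning protection from cell death, of at least 50% relative to plate controls; inactive = activation below 50%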;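 also: necroptosis triggered by 40 ng/mL TNF-alpha added together with compound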
TRPN1 ag: zebrafish TRPN1 channel agonists, primary screen, cell-based, HEK293, calcium fluorescence; transient receptor potential cation channel N1 (TRPN1/NompC), Danio rerio; HEK293 zebrafish TRPN1-YFP, Fluo-8 calcium fluorescence; 100% = response to 87 µM carbachol; activation, % at 3 µM; 220,000 compounds, 0.18% hits;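 active = activation above its plate's cutoff, the mean activation of test wells on that plate plus 3 SD, cut at about 19% in these data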;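 also: 0% = DMSO alone and 100% = 87 µM carbachol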
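Assay system: Zebrafish TRPN1-YFP in HEK293 cells | Incubation: Dye loading 1 h at 37 °C, then 30 min room temperature | Measured by: Kinetic Fluo-8 fluorescence, ex 470-495, em 515-575 nm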
EBV gp42 inh: Epstein-Barr virus gp42 inhibitors, primary screen, biochemical, uHTS, fluorescence polarization; Fluorescence polarization binding assay, mP read-out; 220,000 compounds, 0.42% hits; inhibition, % (tested at 21.74 µM); in the data active = inhibition above about 50%
NCF1 inh: p47phox/p22phox peptide binding inhibitors, primary screen, biochemical, uHTS, NADPH oxidase regulatory subunit. Neutrophil cytosol factor 1 (Homo sapiens), P14598. fluorescence polarization, 2 h. inhibition, % at 24.7 µM. 220,000 compounds, 0.53% hits. AID 1274, 2008;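 active = inhibition above about 30%, limit read from the data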;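 also: 0% = p47phox with labelled peptide and 100% = labelled peptide alone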
Mdm2 ligase inh: MDM2-luciferase reporter signal enhancers, primary screen, MDM2 E3 ligase inhibitor project, cell-based, luminescence, 1536-well | cell-based MDM2 ubiquitination luciferase reporter, 2 h; 0 = plate control, 100 = twice control, blank-subtracted | 210,000 compounds, 0.11% hits | signal enhancement, % at 5 µM | E3 ubiquitin-protein ligase Mdm2 (Homo sapiens), Q00987;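 active = signal enhancement of 30% or more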;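 also: luminescence tracks abundance of the self-degrading MDM2-luciferase fusion protein; higher signal means inhibition of MDM2 E3 ligase activity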
Target sequence (Q00987 whole entry, looked up, the tested form may be a part): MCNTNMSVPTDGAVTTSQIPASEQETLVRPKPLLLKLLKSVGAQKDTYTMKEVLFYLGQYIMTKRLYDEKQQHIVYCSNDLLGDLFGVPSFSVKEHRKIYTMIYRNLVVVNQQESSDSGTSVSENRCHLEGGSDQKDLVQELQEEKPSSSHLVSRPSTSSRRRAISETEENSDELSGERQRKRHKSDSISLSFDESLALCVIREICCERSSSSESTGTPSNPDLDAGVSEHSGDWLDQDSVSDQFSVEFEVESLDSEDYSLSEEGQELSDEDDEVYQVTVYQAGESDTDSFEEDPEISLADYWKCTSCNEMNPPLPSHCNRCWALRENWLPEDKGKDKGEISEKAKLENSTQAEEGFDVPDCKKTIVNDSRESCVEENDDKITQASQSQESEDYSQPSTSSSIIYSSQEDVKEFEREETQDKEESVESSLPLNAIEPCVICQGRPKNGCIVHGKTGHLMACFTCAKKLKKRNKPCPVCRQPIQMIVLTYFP
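Assay system: stable mammalian line carrying autodegrading MDM2–luciferase fusion reporter; amount: 2000 cells seeded into each well; buffer or medium: DMEM; benchmarks: plate control and blank wells; signal: luciferase luminescence; timing: 2 h compound exposure at 37 °C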
CHOP inhibitor: inhibitors of CHOP promoter induction, primary screen, cell-based, unfolded protein response, luciferase reporter; CHO-K1 CHOP-promoter luciferase, tunicamycin-induced, 15-18 h; AID 2732, 2010; inhibition, % at 10 µM; 220,000 compounds, 3.8% hits;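 active = compounds that reduced the stress-induced luciferase reporter signal by more than about 70% of percent inhibition, limit read from the data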;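 also: 0% = tunicamycin plus vehicle and 100% = wells without tunicamycin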
Active calls of the source: *; . = no result given.

#	compound	Runt-SMMHC FRET	TRPML3 agonist	PPC-1+TRAIL kill	TNF death inh	TRPN1 ag	EBV gp42 inh	NCF1 inh	Mdm2 ligase inh	CHOP inhibitor
1	COc1ccc(CNc2nc(NCc3ccc(OC)cc3)n(C(C)=O)n2)cc1	0	0.1	15	1.3	1.1	-7	-2	7	-7
2	Cc1ccc(Oc2ncccc2C(=O)NC2CCSC2=O)cc1 (centres undefined)	-7	0.7	9	0.3	-0.2	0	-7	-21	-4
3	COc1ccc(CCN(C)C(=O)CSc2nnnn2C)cc1OC	-7	1.8	19	-0.1	2.2	-3	4	-18	8
4	CCOCCc1nnc(NC(=O)CSc2ccccc2)s1	-1	-0.5	-5	-0.1	-0.4	-6	8	-18	15
5	COc1ccc(C2CC(=O)C(C=NCCO)=C(O)C2)cc1OC (centres undefined)	2	0.3	15	-0.5	1.3	4	-15	-2	-2
6	CCOc1cc(C2C(C(=O)c3ccco3)=C(O)C(=O)N2CCc2ccccc2)ccc1O (centres undefined)	3	-1.0	-10	-1.1	-1.5	-9	-2	-13	-1
7	Fc1ccc2c(Cl)c(-c3nnc(-c4cccs4)o3)sc2c1	-11	0.5	36	1.5	-0.8	3	-5	-8	91*
8	O=C(NC(=S)NCC1CCCO1)c1ccco1 (centres undefined)	-1	0.9	9	0.2	0.1	-6	-3	-2	10
9	COc1ccc(/C(O)=C2\C(=O)C(=O)N(Cc3ccco3)C2c2ccc(OC)cc2OC)cc1 (centres undefined)	6	0.3	11	-4.5	-0.2	-1	-9	-64	-2
10	Cc1cc(C)c(C#N)c(SCCS(=O)(=O)c2ccc(C(C)(C)C)cc2)n1	2	0.5	-19	-1.0	-0.6	-3	-7	2	3
11	O=C1N=C(N2CCCCC2)S/C1=C\c1cn[nH]c1-c1ccccc1	0	0.2	30	2.4	0.8	-12	-32	.	-18
12	CCOC(=O)c1ccc2c(c1)nc(-c1ccc(F)cc1)c1nccn12	6	1.1	21	0.2	0.2	-4	16	-5	48
13	S=C1NCCOCCOCCOCCOCCNC(=S)N2CCOCCOCCN1CCOCC2	0	-0.1	13	-0.3	-2.4	-13	0	-8	7
14	COc1ccc(CC2(CO)CCN(Cc3nc(C(C)C)cs3)CC2)cc1	0	3.0	8	-2.8	6.3	-16	0	-61	29
15	Cn1c(CNC(=O)c2ccco2)nnc1SCC(=O)Nc1ccc(Br)cc1F	4	-0.6	-7	0.5	-1.3	0	-7	3	8
16	CCN(CC)CCn1c(=S)[nH]c2cc(Cl)ccc2c1=O	-2	1.0	3	2.4	1.0	-11	-11	-9	14
17	CCC(=O)NC1OC(CO)C(O)C(O)C1O (centres undefined)	4	1.0	-3	0.0	1.4	-2	-5	-7	2
18	CC(C)NC(=O)c1ccc2c(c1)N(CC(=O)N1CCOCC1)C(=O)C(C)(C)O2	0	0.5	-4	0.3	-0.3	-9	-25	-13	23
19	Cn1nc(C(=O)Nc2cccc(S(N)(=O)=O)c2)c2ccccc2c1=O	-3	0.9	28	0.1	1.4	-12	-14	-10	9
20	COc1ccccc1NC(=O)Nc1ccccc1Br	4	-0.1	6	1.6	-2.8	5	-1	-8	35
21	O=C1C(c2ccccc2)C(c2ccccc2)NC(c2ccccc2)C1c1ccccc1 (centres undefined)	5	0.5	14	-1.4	0.3	-3	-7	-14	60
22	Nc1nc(CSc2ccc(Cl)cc2)nc(N2CCCCC2)n1	0	-1.0	-12	-0.3	-2.0	12	7	-89	-4
23	CC(C)(O)/C=C1/Oc2ccccc2C1N1CCCCC1 (centres undefined)	3	1.0	35	-1.0	1.1	-8	-12	-10	20
24	CC(C1CCN(Cc2cn(C)nc2-c2cccc(Cl)c2)CC1)N1CCOCC1 (centres undefined)	0	2.4	17	2.4	1.2	-6	-9	4	-6
25	Cc1ccc(NC(=O)c2cccs2)cc1S(=O)(=O)N(C)C	12	1.0	17	1.7	2.6	-5	-13	3	7
26	C=CCN(C(=O)CNC(=O)c1ccco1)C(C(=O)NC1CCCCC1)c1ccccc1 (centres undefined)	-2	-0.1	23	-0.5	-0.5	0	2	-3	-7
27	COc1cccc(SCc2noc(C(=O)NC(C)C)c2C(=O)O)c1	-1	-0.8	6	-1.4	0.2	-5	0	-26	19
28	Cc1ccccc1NC(=S)N(CCCN1CCC(C)CC1)Cc1ccco1	3	-0.1	12	1.8	-0.6	2	-14	-13	1
29	Cc1ccc(NC(=O)C2CCCCC2)c(O)c1	0	-0.7	17	0.1	-1.4	-3	4	-20	-16
30	O=C(NNc1cc(N2CCOCC2)nc(N2CCOCC2)n1)c1ccc([N+](=O)[O-])cc1	3	-0.4	1	1.1	1.3	-25	49*	-89	-27
31	OCCC1CN(Cc2cccnc2)CCN1CCc1ccccc1 (centres undefined)	-3	0.5	13	1.2	0.2	-2	3	-19	15
32	c1ccc2c(c1)sc1nnnn12	3	-0.3	1	0.0	0.8	-18	-5	1	-9
33	O=C1c2cccc3cc([N+](=O)[O-])cc(c23)C(=O)N1c1ccccc1O	-8	0.2	5	-2.6	-0.5	-24	-18	-17	18
34	COc1ccc(-c2nn(-c3ccccc3)cc2/C=N/Nc2ccc(Cl)c(C(=O)O)c2)cc1OC	-3	0.2	7	0.6	1.6	19	5	2	5
35	CC(C)C(=O)NC(NC(=O)C(C)C)c1ccc([N+](=O)[O-])cc1	0	0.5	24	0.2	0.5	-5	-9	-16	2
36	NS(=O)(=O)c1ccc(Cc2ncc(C(F)(F)F)cc2Cl)s1	-2	-0.2	-7	1.9	-1.3	-26	-16	-7	38
37	O=C(NCCCCc1ccccc1)c1ccccc1	-1	-0.7	5	2.0	-1.5	2	7	-6	12
38	CC(C)(C)n1ncc2c(=O)n(CC(=O)N3CCN(c4ccccc4)CC3)cnc21	-61	0.7	12	-2.1	0.0	-22	-2	-10	27
39	O=C(Nc1ccc2c(c1)OCO2)Nc1ccc(Br)cn1	-6	-0.4	18	8.4	1.0	-11	-15	-4	64
40	CCC(C)NC(=O)c1cc(CC(C)C)on1 (centres undefined)	-4	0.4	9	-0.3	0.3	-9	-4	-9	20
41	COc1ccccc1CCC(=O)OCC(=O)Nc1ccc(S(N)(=O)=O)cc1	1	2.0	8	-0.6	2.9	-14	-7	-16	-37
42	N#Cc1c2c(c(NCc3cccnc3)n3c1nc1ccccc13)CCC2	.	0.5	7	0.6	0.0	-19	-9	-16	-5
43	CCn1c(C(=O)NCCCc2ccccc2)cc2sccc21	3	-1.1	4	1.7	-1.2	10	3	-1	23
44	CC(C)CCOc1ccc(NC(=O)C2OC3OC(C)(C)OC3C3OC(C)(C)OC23)cc1 (centres undefined)	-3	0.4	20	-2.5	-0.7	-7	-15	2	28
45	CCCCn1c(SCC(=O)N2CCCC2)nnc1-c1ccccc1	0	0.1	-5	-0.9	-0.7	0	-6	-8	-1
46	O=C(c1ccccc1)N1CCN(Cc2ccccc2C(F)(F)F)CC1	1	0.2	-3	0.3	-0.9	1	-9	-18	9
47	C/C(N)=C(/C#N)C(=O)COC(=O)CCSc1ccccc1Cl	2	0.5	20	-0.1	0.5	6	-11	-14	27
48	Cc1ccc(NNS(=O)(=O)c2ccc(C)cc2)cc1	40	1.0	18	-3.5	0.1	-27	8	12	7
49	COc1ccc(C2C(C(=O)Nc3ccc(OC)c(OC)c3)c3ccccc3C(=O)N2C)cc1 (centres undefined)	2	0.4	0	-1.2	-0.2	-1	2	-11	12
50	COc1ccccc1NC(=O)c1ccc(CSc2ncccn2)cc1	-3	-0.3	15	-0.4	-0.3	-1	5	-3	6
51	Cc1ccc(CNC(C)c2ccccc2)cc1 (centres undefined)	2	0.6	-12	1.9	-0.5	-1	-8	3	17
52	CC1C/C(=N\NC(=O)CCc2ccc(S(=O)(=O)N3CCOCC3)cc2)CC(C)(C)C1 (centres undefined)	3	0.0	13	1.1	-2.3	-10	-18	-5	10
53	O=C(c1c(Cl)nc2sccn12)N1CCN(c2cccc(Cl)c2)CC1	3	0.9	6	-8.0	1.0	3	2	-3	.
54	Cc1ccc(SC(C)c2nc(-c3cccnc3)no2)cc1 (centres undefined)	-7	-1.2	30	1.5	-1.4	-13	-12	-7	18

Entries above with a Cl atom:
#	compound	Runt-SMMHC FRET	TRPML3 agonist	PPC-1+TRAIL kill	TNF death inh	TRPN1 ag	EBV gp42 inh	NCF1 inh	Mdm2 ligase inh	CHOP inhibitor
7	Fc1ccc2c(Cl)c(-c3nnc(-c4cccs4)o3)sc2c1	-11	0.5	36	1.5	-0.8	3	-5	-8	91*
16	CCN(CC)CCn1c(=S)[nH]c2cc(Cl)ccc2c1=O	-2	1.0	3	2.4	1.0	-11	-11	-9	14
22	Nc1nc(CSc2ccc(Cl)cc2)nc(N2CCCCC2)n1	0	-1.0	-12	-0.3	-2.0	12	7	-89	-4
24	CC(C1CCN(Cc2cn(C)nc2-c2cccc(Cl)c2)CC1)N1CCOCC1 (centres undefined)	0	2.4	17	2.4	1.2	-6	-9	4	-6
34	COc1ccc(-c2nn(-c3ccccc3)cc2/C=N/Nc2ccc(Cl)c(C(=O)O)c2)cc1OC	-3	0.2	7	0.6	1.6	19	5	2	5
36	NS(=O)(=O)c1ccc(Cc2ncc(C(F)(F)F)cc2Cl)s1	-2	-0.2	-7	1.9	-1.3	-26	-16	-7	38
47	C/C(N)=C(/C#N)C(=O)COC(=O)CCSc1ccccc1Cl	2	0.5	20	-0.1	0.5	6	-11	-14	27
53	O=C(c1c(Cl)nc2sccn12)N1CCN(c2cccc(Cl)c2)CC1	3	0.9	6	-8.0	1.0	3	2	-3	.
